# Bioassay records as filed in PubChem BioAssay.
# PGE2 EP2 inh: human EP2 receptor antagonists, primary screen, TR-FRET cAMP, C6 glioma cells | Prostaglandin E2 receptor EP2 subtype (Homo sapiens), P43116 | inhibition, % at 25 µM | actives 0.52% (n = 260,000) | C6 glioma cells expressing human EP2; cells stimulated with saturating PGE2;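 active = percent inhibition above 40 after rounding to a whole number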;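 also: rat C6 glioma host cells with rolipram phosphodiesterase inhibitor present; the protocol text gives 20 µM as final concentration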
# Target sequence (P43116 whole entry, looked up): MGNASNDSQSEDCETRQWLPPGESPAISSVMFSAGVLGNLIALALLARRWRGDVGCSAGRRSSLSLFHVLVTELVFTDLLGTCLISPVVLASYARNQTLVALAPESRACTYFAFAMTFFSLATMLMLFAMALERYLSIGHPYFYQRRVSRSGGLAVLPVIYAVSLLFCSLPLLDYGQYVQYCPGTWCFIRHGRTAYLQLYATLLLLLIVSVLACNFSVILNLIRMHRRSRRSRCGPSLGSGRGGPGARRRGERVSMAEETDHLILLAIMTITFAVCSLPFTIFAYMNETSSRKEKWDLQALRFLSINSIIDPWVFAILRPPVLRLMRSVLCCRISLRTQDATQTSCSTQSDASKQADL
# EP2 mod: EP2 receptor modulators, cAMP readout, primary screen, cell-based, HTRF cAMP, PGE2 stimulation; Prostaglandin E2 receptor EP2 subtype (Homo sapiens), P43116; actives 0.83% (n = 260,000); EP2-expressing cells, cAMP HTRF FRET, PGE2 co-stimulation; induction, % at 25 µM; AID 940, 2007;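 active = compounds whose cAMP rise, as percent of the full-agonist control response, exceeds 60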;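 also: rat C6 glioma line stably carrying human EP2 under a CMV promoter; the protocol text gives 20 µM as final concentration; 100% = response of wells given 1 µM PGE2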
# An asterisk follows results filed as active; & = joins results of further samples. These rows are one share of the data, so the mix of outcomes need not match the whole.
SMILES,PGE2 EP2 inh,EP2 mod
CC(C)(C)NC(=O)C(c1cccs1)N(Cc1cccs1)C(=O)c1snc(C(N)=O)c1N (configuration not stated),4,16
COc1cc(C)c(CNC(=O)C2CC(c3cnn(C)c3)=NO2)cc1C(C)C (configuration not stated),6,-28
CC(C)[C@@H](Cn1nc(-c2cccs2)ccc1=O)NC(=O)CCn1cnnn1,5,-15
Cc1nc(NC(=O)c2ccccc2)sc1C,12,-69
O=C(O)c1ccc(S(=O)(=O)Nc2ncccn2)cc1,14,11
CCOC(=O)[C@H](CCc1ccccc1)N[C@H](C)C(=O)N1C2CCCCC2C[C@H]1C(=O)O (some centres not stated),10,2
COc1cc2c(cc1CCNS(=O)(=O)c1c(C)nn(C)c1Cl)CCC2,6,-109
Cc1ccc(C(=O)N2CCN(c3nc(C)nc4sc(C)c(C)c34)CC2)cc1,11,-1
Cc1cc2cc(CN(C(=S)NCCCN(C)C)C3CCCC3)c(=O)[nH]c2cc1C,8,-116
CCN1CCCC1CN(Cc1cc2cc3c(cc2[nH]c1=O)OCCO3)C(=O)Nc1ccccc1F (configuration not stated),14,-47
Clc1ccc(C2(CN3CCCC(CN4CCOCC4)C3)CC2)cc1 (configuration not stated),4,-12
COC(=O)c1c(NC(=O)Cc2cccs2)sc(C(=O)Nc2ccc(Cl)cc2)c1C,11,33
Cc1nnc(NC(=O)COc2ccc(-c3ccccc3)cc2)s1,6,-11
COc1cccc(NC(=O)c2sc3nc4ccc(OC)cc4cc3c2N)c1,14,-83
CCCn1c(SCC(=O)Nc2cccc(Cl)c2C)nnc1-c1ccncc1,12,-5

# Molecules shown so far that contain a Cl atom:
SMILES,PGE2 EP2 inh,EP2 mod
COc1cc2c(cc1CCNS(=O)(=O)c1c(C)nn(C)c1Cl)CCC2,6,-109
Clc1ccc(C2(CN3CCCC(CN4CCOCC4)C3)CC2)cc1 (configuration not stated),4,-12
COC(=O)c1c(NC(=O)Cc2cccs2)sc(C(=O)Nc2ccc(Cl)cc2)c1C,11,33
CCCn1c(SCC(=O)Nc2cccc(Cl)c2C)nnc1-c1ccncc1,12,-5

# Ordered by value in EP2 mod (smallest number first): some entries from above.
SMILES	EP2 mod
Cc1cc2cc(CN(C(=S)NCCCN(C)C)C3CCCC3)c(=O)[nH]c2cc1C	-116
COc1cccc(NC(=O)c2sc3nc4ccc(OC)cc4cc3c2N)c1	-83
CCN1CCCC1CN(Cc1cc2cc3c(cc2[nH]c1=O)OCCO3)C(=O)Nc1ccccc1F (configuration not stated)	-47
COc1cc(C)c(CNC(=O)C2CC(c3cnn(C)c3)=NO2)cc1C(C)C (configuration not stated)	-28
Cc1ccc(C(=O)N2CCN(c3nc(C)nc4sc(C)c(C)c34)CC2)cc1	-1

# (list continues)
SMILES,PGE2 EP2 inh,EP2 mod
O=S(=O)(c1ccccc1)N1CCC(c2nc3ccccc3s2)CC1,9,-16
C/C(O)=c1\c(=O)nc2ccc(Cl)c3c2=c1c1ccccc1c3=O,18,-16
CCOC(=O)c1sc(NC(=O)CSc2nc3cccnc3n2C)nc1C,8,-34
CCc1cc2c(C)cc(C)cc2nc1SCC(=O)Nc1nccs1,16,20
CC(=O)NC1CC2CCCC(C1)N2C(=O)Nc1ccccc1Cl (configuration not stated),5,-9
O=C(CCCC(=O)N(CC(=O)NC1CCCCC1)c1cccc(F)c1)Nc1ccccn1,8,-5
CCOC(=O)C(=O)Nc1nncs1,10,5
Cc1ccc2cc(CN(C3CCCC3)S(=O)(=O)c3c(C)ccc4nsnc34)c(=O)[nH]c2c1,8,42
CCNC(=S)N(Cc1ccc(F)cc1)Cc1cc2cc(OCC)ccc2[nH]c1=O,7,-31
O=C(c1ccc2c(c1)OCCO2)N1C2CCC1CC(c1ccc(F)cc1)C2 (configuration not stated),9,-37
COc1ccccc1OCc1nnc(SCC(=O)N2CCCC(C)C2)n1C (configuration not stated),-1,-15
Cc1nc2cc(-c3cccc(Cl)c3)nn2c(NCCO)c1C,11,-62
COCCNC(=O)CCSc1nc(-c2ccc3c(c2)OCO3)cc(C(F)(F)F)n1,20,-133
O=c1[nH]c(/C=C\c2cc3ccccc3oc2=O)nc(O)c1[N+](=O)[O-],14,14
Cc1cc2c(=O)n(CC(=O)NC(C)c3ccc4c(c3)CCC4)cnc2s1 (configuration not stated),6,-1
CN1CCN(C(=O)c2ccc(N)cc2)CC1,9,-8
Cc1cc2n(n1)C(c1ccc(C(=O)O)cc1)Nc1ccccc1-2 (configuration not stated),8,6
CCCc1cc(Nc2cccc(C)c2)n2ncnc2n1,7,18
O=C(CSc1nnc(-c2cccnc2)n1Cc1ccco1)N(C1CCCCC1)C1CCCCC1,10,36
CCOc1ccc2[nH]c(=O)c(C(c3nnnn3C3CCCCC3)N3CCCc4ccccc43)cc2c1 (configuration not stated),7,48
CCn1cc(NS(=O)(=O)c2ccc3c(c2)NC(=O)C(C)O3)cn1 (configuration not stated),8,-23
COc1c(OC)c2occc2c2oc(=O)ccc12,12,2
O=C(Nc1ncc(Cc2cc(Cl)ccc2Cl)s1)c1cc2ccccc2oc1=O,12,-2
COc1ccc2[nH]c(=O)c(CN(Cc3cccs3)C(c3nnnn3C(C)(C)C)C(C)C)cc2c1 (configuration not stated),14,69*
O=C(NCCc1ccccc1)[C@@H]1C=CCN1C(=O)c1ccc(F)cc1F,10,6
Cc1noc(C)c1CCC(=O)N[C@@H](C)Cn1nc(-c2cccs2)oc1=O,1,6
Cc1cc(S(=O)(=O)N(Cc2cccs2)C2CCCC2)ccc1-n1cnnn1,13,16
C=CCCCCCCCCCCCC(O)CC(O)COC(C)=O (configuration not stated) (tested in a mixture with another compound),15,-5
Cc1ccc2cc(C)c(SCC(=O)N3CCCC(C)C3)nc2c1 (configuration not stated),9,62*
COC(=O)c1sc(NC(=O)c2ccc(C)cc2)nc1C,8,-11
CCN1CCN(c2ncnc3sc4c(c23)CCC4)CC1,13,-28
C=CCn1c(SCC(=O)Nc2cccc(Cl)c2C)nnc1-c1ccncc1,6,-34
CC(=O)Nc1cc(NC(=O)CSc2nc(N)cc(N)n2)ccc1C,10,-14
Cc1cccc(NC(=O)N2CCC(C(=O)NC3CCCc4ccccc43)CC2)c1 (configuration not stated),5,-49
COC(=O)c1ccc(COC(=O)CCC(=O)Nc2cccc3cccnc23)cc1,11,-39
COc1ccc(NC(=O)CN2CCC(C(=O)c3ccc(C)cc3)CC2)cc1OC,15,-3
O=C(Nc1cc(-c2nc3ncccc3o2)ccc1Cl)c1ccc2c(c1)OCO2,10,4
COc1cc(OC)cc(C(=O)N2CCC(C(=O)NCc3ccc(C)cc3)CC2)c1,10,-31
NC(N)=N/N=C(\c1ccccc1)c1ccc(O)cc1O,13,20
O=C(NCCc1nc(-c2cccnc2)n[nH]1)c1ccc2nc[nH]c2c1,8,-33
CCc1ccc2[nH]c(=O)c(C(c3nnnn3Cc3ccc(OC)cc3)N(C)C3CCCCC3)cc2c1 (configuration not stated),14,1
N[C@@H](Cc1cccnn1)C(=O)O,11,22
O=C(CCCN1C(=O)/C(=C/c2cccs2)SC1=S)NC1CCCCC1,17,-73
CN(C)C(=O)/C=C/c1ccc2c(c1)OCO2,11,-35
CCc1ccc(OCCCC(=O)Nc2nnc(C)s2)cc1,6,-2
Cc1cc2oc(C(=O)N3CCn4cccc4C3C(C)C)cc(=O)c2cc1C (configuration not stated),5,17
COc1cccc(N(C(=O)c2csnn2)C(C(=O)NC(C)(C)C)c2ccc(F)cc2)c1 (configuration not stated),12,10
COc1ccc(C(=O)CSc2nnc(-c3cc(OC)c(OC)c(OC)c3)n2C)cc1,2,35
Cc1cc(C)nc(N2CCC(CNC(=O)CCn3ncc4ccccc43)CC2)n1,2,-26
Cc1nc(NCCNC(=O)c2cccs2)c2c3c(sc2n1)CCCC3,8,-57
COc1ccc2c(c1)NC1(CCN(C(=O)c3ccc4c(c3)OCCO4)CC1)c1cccn1-2,8,-78
CCOc1ccc(NC(=O)CSc2nnns2)cc1,10,-30
Cc1oc2ccc(O)cc2c1C(=O)NCCCc1ccccn1,9,-33
O=C(NC1CCCCC1)C(c1ccncc1)N(C(=O)Cc1cccs1)c1cccc(F)c1 (configuration not stated),5,11
COc1ccc2nc(Cl)c(CNCCO)c(N3CCOCC3)c2c1,8,-57
Cc1ccccc1Nc1nc(-c2cccnc2)cs1,10,4
COc1ccc(C(=O)N/C(=C/c2cccnc2)C(=O)Nc2cccc3ccccc23)cc1OC,17,29
Cn1c(=O)[nH]c(=O)c2c1nc(N)n2Cc1ccccc1Cl,9,-3
CCCC(C)NC(=O)C1CCN(S(=O)(=O)c2ccc(F)cc2)CC1 (configuration not stated),7,-13
CC(=O)NNC(=O)CSc1nnnn1-c1ccc2c(c1)OCCO2,12,8

# One compound at a time, from the list above.
# Shown for CCN1CCCC1CN(Cc1cc2cc3c(cc2[nH]c1=O)OCCO3)C(=O)Nc1ccccc1F (configuration not stated) = PGE2 EP2 inh: 14; EP2 mod: -47
# Shown for O=S(=O)(c1ccccc1)N1CCC(c2nc3ccccc3s2)CC1 = PGE2 EP2 inh: 9; EP2 mod: -16

# (next part)
SMILES,PGE2 EP2 inh,EP2 mod
C[N+](C)(C)CCOC(N)=O,9&9,11&6
CCc1cc2c(C)cc(=O)oc2c(CN(CC)CC)c1O,12,8
COc1ccc(Cn2nnnc2CN(CCO)Cc2cc3cc(C)ccc3[nH]c2=O)cc1,18,-32
COc1cccc(C2Nc3ccccc3-c3cc(C)nn32)c1OC (configuration not stated),6,-36
COc1ccc(S(=O)(=O)N2CCC(C(=O)Nc3ccc(C)c(C)c3)CC2)cc1,7,-113
CCOc1ccc(N2C(=O)/C(=C/c3cc(Br)ccc3O)SC2=S)cc1,8,-9
Cc1cc(C)c(NC(=O)C2CC(=O)N(c3ccc(OC(C)C)cc3)C2)c(C)c1 (configuration not stated),5,-31
NC(N)=NC(N)=Nc1ccc(C(=O)O)cc1,9,4
Oc1c(C=Nc2ccccc2)sc(=S)n1C1CCCCC1,9,-6
OC(CN1CCC(O)(c2ccc(C(F)(F)F)cc2)CC1)c1ccc(Cl)cc1 (configuration not stated),5,-67
COc1ccccc1OCc1nnc(SCC(=O)Nc2ccc(Br)cc2)o1,10,-30
COc1cc(NC(=O)COc2ccccc2)ccc1NC(=O)c1ccco1,5,-24
CC1CCCC(C)N1C(=O)Cn1c2ccccc2n2c(SCC(=O)Nc3ccccc3)nnc12 (configuration not stated),10,-6
CCn1c(=O)n(CC(=O)NCCc2ccc(OC)c(OC)c2)c2cccnc21,7,-7
COc1ccccc1NC(=S)N(CCO)Cc1cc2cc3c(cc2[nH]c1=O)OCCO3,11,-25
O=C(NCCc1ccccc1)[C@@H]1C=CCN1C(=O)c1ccco1,5,-12
COc1ccccc1NC(=O)CSc1ncnc2sc(C)c(C)c12,13,52
CCOC(=O)Cc1n[nH]c([N+](=O)[O-])n1,6,1
Cc1cc(C(=O)OCC(=O)c2ccc(F)cc2)c2ccccc2n1,7,-14
CCn1nnc(NC(=O)c2ccc(OC)cc2)n1,7,3
CCOC(=O)CSc1nc(N)c(C#N)c(-c2ccccc2Cl)c1C#N,10,-28
CC(=O)N1CCCc2cc(C(O)CN3CCN(c4ccccc4Cl)CC3)ccc21 (configuration not stated),12,-29
CC1(C)CC(N(Cc2cccnc2)CC2CCOC2)CC(C)(C)N1 (configuration not stated),5,-3
C=C(C)[C@H]1CC=C(C(=O)O)CC1,9,18
O=C(NC1CCCCC1)C(c1ccccc1)N(Cc1ccc2c(c1)OCO2)C(=O)c1ccccn1 (configuration not stated),7,19
Cc1ccc(CN(CCCn2ccnc2)Cc2ccc(F)cc2F)o1,8,23
CC(C)(C)C(=O)N1CCC[C@@H]1Cn1nc(-c2cccs2)ccc1=O,4,-26
CCCC(NC(=O)c1cnc(C(C)(C)C)nc1)c1ccc2c(c1)OCCO2 (configuration not stated),8,-32
CCC(C)C(NC)C(=O)O (configuration not stated),11,2
Clc1nsnc1N1CCCCC1,9,-34
O=C(Nc1ccc(N2CCOCC2)cc1)c1cc(Cl)ccc1Cl,10,-31
O=C(c1cc(-c2ccc(Cl)cc2Cl)on1)N1CCc2ccccc2C1,6,-72
O=C(CC12CC3CC(CC(C3)C1)C2)OCC(O)CN1CCOCC1 (configuration not stated),16,-28
CC1CCCC(C)N1C(=O)CSc1nnc(-c2cccs2)n1C (configuration not stated),20,-22
CC(C)C(=O)N1CCN(c2ccccc2NC(=O)C(C)(C)C)CC1,13,-4
Cc1ccc(C)c(/C(O)=C2/C(=O)C(=O)N(Cc3cccnc3)C2c2ccncc2)c1 (configuration not stated),9,3

# A draw from above in order of length of the SMILES, low to high.
SMILES,PGE2 EP2 inh,EP2 mod
Clc1nsnc1N1CCCCC1,9,-34
O=C(CC12CC3CC(CC(C3)C1)C2)OCC(O)CN1CCOCC1 (configuration not stated),16,-28
CC(C)C(=O)N1CCN(c2ccccc2NC(=O)C(C)(C)C)CC1,13,-4
O=C(c1cc(-c2ccc(Cl)cc2Cl)on1)N1CCc2ccccc2C1,6,-72
CCCC(NC(=O)c1cnc(C(C)(C)C)nc1)c1ccc2c(c1)OCCO2 (configuration not stated),8,-32
Cc1ccc(C)c(/C(O)=C2/C(=O)C(=O)N(Cc3cccnc3)C2c2ccncc2)c1 (configuration not stated),9,3
